High-throughput results (PubChem BioAssay)
CendR NRP1 mod: modulators of CendR peptide binding to human neuropilin-1; O14786; FAM-RPARPAR peptide binding to NRP-1, fluorescence polarization; inhibition, % at 25 µM; 360,000 compounds, 0.85% hits; AID 602438;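 active = inhibition or corrected inhibition above about 18%, plus a signal ratio from 0.5 to 1.5, limit read from the data, passing the limit was not always enough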; note: strong numbers were not always called active
Target sequence (O14786 whole entry, looked up): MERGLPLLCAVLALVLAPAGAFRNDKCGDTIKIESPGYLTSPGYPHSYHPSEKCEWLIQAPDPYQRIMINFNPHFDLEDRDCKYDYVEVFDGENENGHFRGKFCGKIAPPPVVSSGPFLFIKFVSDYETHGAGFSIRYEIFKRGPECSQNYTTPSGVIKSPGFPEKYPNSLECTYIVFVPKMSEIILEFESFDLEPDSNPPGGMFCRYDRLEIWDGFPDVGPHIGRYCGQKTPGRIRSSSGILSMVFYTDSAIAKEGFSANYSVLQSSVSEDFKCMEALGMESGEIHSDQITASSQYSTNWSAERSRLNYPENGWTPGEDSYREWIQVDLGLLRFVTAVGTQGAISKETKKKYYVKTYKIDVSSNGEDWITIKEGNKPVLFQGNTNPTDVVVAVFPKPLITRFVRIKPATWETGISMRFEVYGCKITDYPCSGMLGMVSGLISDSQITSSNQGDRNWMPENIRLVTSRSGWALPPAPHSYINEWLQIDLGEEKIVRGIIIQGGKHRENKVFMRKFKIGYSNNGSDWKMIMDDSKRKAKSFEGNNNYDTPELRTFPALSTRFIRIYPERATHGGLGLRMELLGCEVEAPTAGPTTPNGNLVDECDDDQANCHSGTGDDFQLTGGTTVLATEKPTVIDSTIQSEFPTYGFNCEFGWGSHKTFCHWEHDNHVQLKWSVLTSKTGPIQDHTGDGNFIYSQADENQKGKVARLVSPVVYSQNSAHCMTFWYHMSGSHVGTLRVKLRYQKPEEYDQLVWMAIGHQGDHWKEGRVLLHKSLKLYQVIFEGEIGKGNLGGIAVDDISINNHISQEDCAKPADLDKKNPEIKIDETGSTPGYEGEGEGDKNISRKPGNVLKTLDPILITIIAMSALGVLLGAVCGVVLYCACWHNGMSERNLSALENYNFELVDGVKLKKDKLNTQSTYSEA
Rin1-Abl PPI inh: blocks binding of human Rin1 to Abl; P00519+Q13671; TR-FRET Rin1/Abl binding, biochemical; inhibition, % at 7.35 µM; 360,000 compounds, 0.4% hits; in the data active = inhibition above about 5%, passing the limit was not always enough
bovine MsrA act: bovine methionine sulfoxide reductase A activation; AID 602163; activation, % at 10.6 µM; 360,000 compounds, 0.3% hits; purified bovine MsrA, absorbance read-out; in the data active = activation above about 7.5%;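 note: 0% = vehicle and 100% = reference activator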
MT1-MMP act inh: blocks activation of human MT1-MMP; P50281; HT1080 RFP-PRO-GFP cells, GFP/RFP ratio fluorescence, overnight; percent of plate control window, DMSO zero; GFP/RFP ratio change, % at 20 µM; 360,000 compounds, 0.061% hits;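 active = GFP/RFP ratio change of at least 30% with cell ATP level not reduced by more than half and red fluorescence within 50% of control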; note: strong numbers were not always called active
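Read-out: GFP/RFP fluorescence ratio; Test system: RFP-PRO-GFP reporter HT1080 cells; Compound dosing: single-point 20 µM compound, 1% DMSO; Times: overnight compound exposure at 37 °C.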
SKN-1 inh: C. elegans SKN-1 inhibition; C. elegans VP596 Pgst-4::GFP/RFP ratio, acrylamide-induced, 24 h; AID 624304; inhibition, % at 21.8 µM; 360,000 compounds, 0.49% hits;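 active = interference check ratio from 0.5 to 1.5 plus GFP to RFP signal ratio inhibition reaching or exceeding a fixed threshold, cut at about 30% in these data, passing the limit was not always enough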; note: some compounds called inactive have numbers as strong as hits
eLon inh: inhibits E. coli Lon protease; P0A9M0; purified E. coli Lon protease, fluorescence polarization; inhibition, % at 7.94 µM; 360,000 compounds, 0.42% hits; AID 602123; in the data active = inhibition above about 13%, passing the limit was not always enough;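 note: 0% = enzyme with probe and DMSO and 100% = no enzyme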
Neddyl block: cullin neddylation inhibition | P61081+Q13564 | TR-FRET cullin neddylation, biochemical | calls only at 25 µM | 360,000 compounds, 0.58% hits | AID 651699; in the data active = inhibition above about 36%
FAS-TE inh: blocks the thioesterase domain of human fatty acid synthase; recombinant FAS-TE, OMFH fluorogenic substrate, fluorescence endpoint; 360,000 compounds, 0.67% hits; P49327; inhibition, % at 15 µM;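 active = compounds whose normalised, plate-corrected inhibition of enzyme fluorescence in the single-dose primary screen is 50% or more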;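 note: 0% = DMSO with enzyme and 100% = substrate without enzyme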
MsrA inh: inhibitors of bovine MsrA. purified bovine MsrA, absorbance read-out. inhibition, % at 15.5 µM. 360,000 compounds, 0.75% hits. AID 651718; in the data active = inhibition above about 4.5%;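 note: 0% = vehicle wells with enzyme and 100% = reference inhibitor wells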
The depositor's hits bear a star; i = inactive; · = not tested or not shown.

SMILES	CendR NRP1 mod	Rin1-Abl PPI inh	bovine MsrA act	MT1-MMP act inh	SKN-1 inh	eLon inh	Neddyl block	FAS-TE inh	MsrA inh
C#CCOCCOCCOCCNc1nc(N2CCOCC2)nc(N2CCN(C(=O)[C@H](CO)n3cc([C@@H](N)C(C)C)nn3)CC2)n1	7	3	0	1	2	-12	i	-3	0.9
Cn1c(/N=C(\N)c2ccccc2)nc2ccccc21	-9	-1	-5	1	26	-4	i	-2	2.6
COc1ccccc1CNc1nc2nc3c(c(=O)n2[nH]1)CCC3	-5	4	3	10	-1	-1	i	-2	-0.6
O=C(CNCCc1ccc(Cl)cc1Cl)NCc1ccco1	0	0	-4	0	10	3	i	-1	0.2
CCN(Cc1cc2cc(OC)ccc2[nH]c1=O)C(=O)Cc1ccc(OC)cc1	-2	2	-3	0	-16	2	i	-5	1.1
C[C@@H](c1ccccc1)N1C[C@H](COCc2ccccc2)Oc2cc(N3CC[C@@H](O)C3)ccc2S1(=O)=O	4	·	0	-2	23	-6	i	40	-0.1
COc1cccc(NCc2ccc([N+](=O)[O-])s2)c1	-22	-1	-3	1	3	-5	i	-3	2.1
COc1cc(/C=N/Nc2snc(SC)c2C#N)ccc1O	-12	4	-4	-10	-1	-1	i	-6	1.4
C[C@H]1CN([C@@H](C)CO)C(=O)CCCn2cc(nn2)CO[C@@H]1CN(C)S(=O)(=O)c1ccc2ccccc2c1	6	-2	-4	-1	-6	-6	i	-5	1.7
O=C(NNC(=S)NCc1ccco1)c1cccs1	-3	3	-2	1	-19	-11	i	-12	2.5
COc1ccccc1S(=O)(=O)N1CCC(C(=O)O)(c2ccccc2)CC1	4	0	-2	0	16	-3	i	-5	0.3
CC1=CCn2c(=O)c3ccccc3c(=O)n2C1	-10	0	-2	0	5	-5	i	-4	0.8
Cc1ccc(C(C(=O)NCc2ccco2)N(CCc2ccccc2)C(=O)Cn2nnc3ccccc32)o1 (centres undefined)	-2	-1	-3	0	-5	-6	i	7	1.5
O=C(O)c1ccccc1C(=O)Nc1ccc(Oc2cccc3ccccc23)cc1	-8	1	-1	-5	11	10	i	-1	0.5
CCOc1ccccc1NC(=O)Nc1cccc(NC(C)=O)c1	-1	-1	-1	5	-10	9	i	-4	0.0

Gathered by group, the entries above containing two or more sulfur atoms
SMILES	CendR NRP1 mod	Rin1-Abl PPI inh	bovine MsrA act	MT1-MMP act inh	SKN-1 inh	eLon inh	Neddyl block	FAS-TE inh	MsrA inh
COc1cc(/C=N/Nc2snc(SC)c2C#N)ccc1O	-12	4	-4	-10	-1	-1	i	-6	1.4
O=C(NNC(=S)NCc1ccco1)c1cccs1	-3	3	-2	1	-19	-11	i	-12	2.5

The results go on.
SMILES	CendR NRP1 mod	Rin1-Abl PPI inh	bovine MsrA act	MT1-MMP act inh	SKN-1 inh	eLon inh	Neddyl block	FAS-TE inh	MsrA inh
O=C(CCN1C(=O)c2ccccc2C1=O)Nc1ccc2c(c1)OCCO2	8	4	-6	7	-1	0	i	-2	-0.4
c1ccc2c(c1)N1CCCN=C1N2CCN1CCCCC1	-9	3	-4	-5	8	0	i	-2	-0.7
CC1(C)CC(=O)N(Cc2ccccc2)C(=O)C1	-11	-1	-8	4	9	-2	i	-9	0.8
CCOC(=O)CSc1nnc(CNC(=O)c2cccs2)n1-c1cc(OC)ccc1OC	-12	-1	-3	3	6	2	i	-8	·
O=C(CCC(=O)NNC(=O)c1ccccc1[N+](=O)[O-])NCc1ccccc1	6	3	-5	0	1	-13	i	-8	-0.2
CC1=CC(C)(C)NC(=S)N1c1cccc2ccccc12	6	-2	1	0	-2	-1	i	-3	0.9
O=C(CC1C(=O)NCCN1Cc1cccc(Oc2ccccc2)c1)NCCn1cccn1 (centres undefined)	-10	4	-6	3	11	-3	i	-10	-1.1
COc1cccc(-n2c(SCC(=O)NC3CC3)nc3ccccc3c2=O)c1	3	0	-3	-13	15	-6	i	-8	-0.7
Cc1cc(C)nc(NS(=O)(=O)c2ccc(NC(=S)NC(=O)c3ccco3)cc2)n1	4	-3	-9	-9	-5	-5	i	-7	1.2
CCC(C)NC(=O)CNC(=O)Cn1c(C)cc2ccccc2c1=O (centres undefined)	9	-1	-5	3	4	-8	i	-7	0.1
O=C(CCCN1C(=O)c2ccccc2C1=O)Nc1nccs1	12	3	-3	0	8	2	i	-2	-1.2
O=C1N=C(N2CCOCC2)S/C1=C/c1ccc(-c2ccccc2Cl)o1	2	-1	-6	-2	0	-4	·	-5	0.3
O=C(Nc1ccc(OCc2ccccc2)cc1)c1cccc([N+](=O)[O-])c1	1	3	-8	9	-4	-1	i	4	0.0
O=C(NC1CC1)C(Cc1ccccc1)NS(=O)(=O)c1ccccc1F (centres undefined)	-10	0	-2	1	-7	5	i	-4	-1.0
Cc1ccc(C(=O)CC(C(=O)O)n2ccc(C)n2)cc1 (centres undefined)	-1	1	-4	-7	-3	8	i	-7	-1.0

One compound at a time, from the list above. Order of screens: CendR NRP1 mod | Rin1-Abl PPI inh | bovine MsrA act | MT1-MMP act inh | SKN-1 inh | eLon inh | Neddyl block | FAS-TE inh | MsrA inh
CCOC(=O)CSc1nnc(CNC(=O)c2cccs2)n1-c1cc(OC)ccc1OC across the screens: -12 | -1 | -3 | 3 | 6 | 2 | i | -8 | ·
O=C(CCCN1C(=O)c2ccccc2C1=O)Nc1nccs1 across the screens: 12 | 3 | -3 | 0 | 8 | 2 | i | -2 | -1.2
O=C(CCC(=O)NNC(=O)c1ccccc1[N+](=O)[O-])NCc1ccccc1 across the screens: 6 | 3 | -5 | 0 | 1 | -13 | i | -8 | -0.2
c1ccc2c(c1)N1CCCN=C1N2CCN1CCCCC1 across the screens: -9 | 3 | -4 | -5 | 8 | 0 | i | -2 | -0.7

(list continues)
SMILES	CendR NRP1 mod	Rin1-Abl PPI inh	bovine MsrA act	MT1-MMP act inh	SKN-1 inh	eLon inh	Neddyl block	FAS-TE inh	MsrA inh
O=C(NCc1ccccc1)c1onc(CSc2ccc(F)cc2)c1C(=O)NCCCN1CCOCC1	-6	1	-2	-1	-4	-6	i	-1	-0.1
Cn1c(N)c(C(=O)COC(=O)c2ccccn2)c(=O)n(C)c1=O	0	2	-3	-4	-4	-4	i	-4	2.4
NC(=O)C[n+]1cccc(/C=N/O)c1	-5	-2	-4	-5	-3	-6	i	-10	0.6
CC(=O)c1cccc(-c2ccnc3c2CC(C(=O)Nc2ccc(Cl)c(C(F)(F)F)c2)O3)c1 (centres undefined)	5	0	-1	2	34	-2	i	33	-1.2
COCC(C)n1c(SCc2ccc(C(=O)OC)cc2)nc2ccccc2c1=O (centres undefined)	7	2	0	-5	7	5	i	25	-1.3
Cn1c(CN2CCOCC2)nnc1SCC(=O)Nc1cccc(C(F)(F)F)c1	2	2	3	5	5	-3	i	-6	0.6
O=C(Nc1ccccc1)c1cc(S(=O)(=O)NCc2ccncc2)ccc1Cl	13	-4	6	3	9	3	i	1	0.5
O=C(CNC(=S)N(CCCN1CCOCC1)Cc1cccs1)NC1CCCCCCC1	12	2	-5	4	5	4	i	0	-0.8
COc1ccc(S(=O)(=O)NC2(C(F)(F)F)N=C(c3ccccc3)NC2=O)cc1 (centres undefined)	-7	-1	-3	1	8	3	i	-9	-0.1
Cc1ccc(NC(=O)c2ccc(S(=O)(=O)N3CCOCC3)cc2)c(C)c1	-4	2	-6	1	-5	9	i	-5	-0.9
COc1ccc(C2=NS(=O)(=O)N(C)C(C(=O)Nc3ccc(OC)c(OC)c3)=C2)cc1	-9	-1	-3	3	3	-1	i	8	2.9
O=C(CSc1nc2ccccc2n1CC(=O)N1CCOCC1)N1CCCC1	8	1	-2	1	-2	-7	i	-6	0.9
Cc1ccc2cccc(N=Cc3c(C)[nH]n(-c4ccccc4)c3=O)c2n1	-36	-1	-2	9	11	2	i	34	0.9
O=C(CCCN1C(=O)c2cccc3cccc(c23)C1=O)N1CCN(c2ccccn2)CC1	-13	-6	-4	1	-8	3	i	-4	1.0
O=C1C(=O)N(CCCN2CCOCC2)C(c2ccc(F)cc2)/C1=C(/O)c1ccccc1 (centres undefined)	-6	1	-1	2	9	-5	i	-6	1.0

Arranged by value in Rin1-Abl PPI inh (descending): 3 from the list above
mol	CendR NRP1 mod	Rin1-Abl PPI inh	bovine MsrA act	MT1-MMP act inh	SKN-1 inh	eLon inh	Neddyl block	MsrA inh
O=C(CC1C(=O)NCCN1Cc1cccc(Oc2ccccc2)c1)NCCn1cccn1 (centres undefined)	-10	4	-6	3	11	-3	i	-1.1
CC1=CCn2c(=O)c3ccccc3c(=O)n2C1	-10	0	-2	0	5	-5	i	0.8
O=C1N=C(N2CCOCC2)S/C1=C/c1ccc(-c2ccccc2Cl)o1	2	-1	-6	-2	0	-4	·	0.3

Next structures follow.
SMILES	CendR NRP1 mod	Rin1-Abl PPI inh	bovine MsrA act	MT1-MMP act inh	SKN-1 inh	eLon inh	Neddyl block	FAS-TE inh	MsrA inh
CC(C)Cc1nc2oc3c(NCc4cccnc4)ncnc3c2c2c1CCC2	-10	-1	-4	13	-9	-8	i	-12	-0.1
Cc1nnc(SCC(=O)Nc2cc(C(F)(F)F)ccc2N2CCOCC2)o1	7	2	2	1	-8	-1	i	-4	-1.0
O=C(O)c1ccc(CSCc2ccco2)cc1	-10	2	6	1	-3	-1	i	-5	0.5
O=C(NCC(=O)N1CCN(c2ccc([N+](=O)[O-])cc2)CC1)c1ccco1	-10	-1	-4	10	-6	-4	i	-3	-0.4
CC1(C(=O)NCc2ccccc2)CN(S(C)(=O)=O)CC(=O)N1Cc1cccc(F)c1 (centres undefined)	-19	·	·	2	-15	·	i	·	-0.6
Cc1ccc(NC(=O)C2CCCN2C(=O)Oc2ccccc2)c(C)c1 (centres undefined)	1	-1	0	-3	2	-6	i	-1	-0.8
O=C(Oc1cccc(-c2cnc3ccccc3n2)c1)c1ccco1	-2	-3	-4	5	-4	0	i	12	1.0
COc1cc(C=O)ccc1OCc1cn(CC(=O)c2ccc(O)cc2)nn1	-8	-1	-3	-1	9	-8	i	-7	3.0
COc1cc(C(=O)NC(=S)N(CCc2ccccc2)CCc2ccccc2)cc(OC)c1OC	4	-1	-1	3	11	10	i	19	0.2
CC1CCCC(C)N1NC(=O)c1ccc(Cl)c(S(N)(=O)=O)c1 (centres undefined)	14	-1	-3	0	10	-1	i	-4	-0.5
COc1ccccc1NC(=O)c1cc(C)oc1C	6	1	-6	-2	-2	-5	i	-1	1.0
O=C(NC1CCCCCC1)c1cccc(S(=O)(=O)N2CCOCC2)c1	7	2	-5	5	2	-11	i	-5	-0.9
COc1ccc2oc(=O)c(C(=O)O)cc2c1	-8	-7	0	11	9	-2	·	-7	1.7
